TRPM1 prom inh – inhibitors of MITF-driven TRPM1 promoter in melanoma cells | SK-MEL-5 TRPM1 promoter luciferase, 24 h | inhibition, % at 12.5 µM | 0.83% of 330,000 active;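 active means mean inhibition across replicates of 60% or more, whatever share of single replicates reaches that level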; further: values of inactives mirror those of a sister screen read the other way
TROY NFkB inh – inhibitors of TROY-dependent NF-kB signaling; Q293 LMP1-TROYcd NF-kB luciferase reporter, 4 h; inhibition, % at 10 µM; 0.98% of 360,000 active; AID 1347056;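 active means compounds whose plate-normalised and pattern-corrected inhibition of the luciferase reporter signal at the single screening dose is 50% or more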
KKLEB cytotox – CF airway cell cytotoxicity counter-screen; 0.36% of 360,000 active; KKLEB CF airway cells viability, ATPlite luminescence, overnight; stronger effect = lower value; cells stimulated with P. aeruginosa culture filtrate; AID 602141; activity change (cytotoxicity), % at 5 µM;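 active means corrected activity change at or below -50% at 5 µM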
NR2E3 ag-1 – agonists of human nuclear receptor NR2E3 | inhibition of corepressor binding, % at 4.78 µM | AID 2300 | Q9Y5X4 | 0.12% of 320,000 active | GST-NR2E3/biotin-RetCOR TR-FRET, 1536-well;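 active means percent inhibition above the cutoff of mean plus 3 SD of all tested compounds, set per screening campaign, cut at about 20% in these data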;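 further: 0% = DMSO wells and 100% = biotin wells as full block of FRET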
Target sequence (Q9Y5X4 whole entry, looked up): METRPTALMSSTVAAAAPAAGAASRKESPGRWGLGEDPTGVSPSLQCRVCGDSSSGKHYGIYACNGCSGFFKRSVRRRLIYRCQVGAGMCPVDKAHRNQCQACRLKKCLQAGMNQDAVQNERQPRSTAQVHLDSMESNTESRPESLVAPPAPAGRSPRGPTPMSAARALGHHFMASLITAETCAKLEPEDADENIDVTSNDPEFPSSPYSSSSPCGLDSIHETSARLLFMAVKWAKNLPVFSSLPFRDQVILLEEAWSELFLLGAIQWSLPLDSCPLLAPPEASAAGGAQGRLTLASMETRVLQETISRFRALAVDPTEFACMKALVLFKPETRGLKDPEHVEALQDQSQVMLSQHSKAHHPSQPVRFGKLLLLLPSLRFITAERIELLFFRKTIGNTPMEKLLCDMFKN
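System: GST-tagged NR2E3 plus biotinylated RetCOR corepressor; Buffer or medium: pH 7.5 Tris-based buffer; Probe or stimulus: RetCOR corepressor, biotinylated, 7 nM; Doses: compound at 4.8 µM, single dose; Schedule: 5 h incubation at 4 °C; Technique: time-resolved FRET; Evaluation: percent inhibition of TR-FRET ratio; Replication: one well per compound, singlicate testing.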
NR2E3 ag-2 – human photoreceptor-specific nuclear receptor agonism. Q9Y5X4. 0.35% of 360,000 active. inhibition of corepressor binding, % at 3.98 µM. CHO-S Gal4-NCOR/VP16-NR2E3 two-hybrid, luciferase. AID 602229;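 active means inhibition above the mean of all tested compounds plus 3 SD, cut at about 70% in these data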;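 further: 0% = DMSO with NR2E3 transfected cells and 100% = cells lacking NR2E3 construct; higher means lower luciferase signal from less NR2E3 corepressor binding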
TWEAK-Fn14 inh – TWEAK-Fn14 signaling inhibition; TWEAK-stimulated Fn14 reporter cells, luciferase luminescence, 8 h; inhibition, % at 10 µM; 2% of 360,000 active; AID 1159606; in the data active means inhibition above about 50%
Peg3 promoter – reduces Peg3 promoter-driven luciferase expression in HeLa | HeLa PEG-Prom luciferase reporter, luminescence, overnight | inhibition, % at 20 µM | 1.7% of 360,000 active | AID 588405;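 active means inhibition of at least 50% at 20 µM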
Shn3 3UTR inh – reduces Shn3 3'UTR luciferase signal in osteoblasts | Clone20 osteoblast Shn3 3'UTR firefly luciferase, 24 h | inhibition, % at 12.5 µM | 0.52% of 360,000 active | AID 588674;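 active means mean inhibition of at least 75% with every replicate also reaching 75%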;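 further: 0% = median of neutral control wells and 100% = pilot-screen positive control compound; some compounds past the cut are filed as inactive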
HIF-2a inh – blocks HIF-2a reporter activity; 0.72% of 360,000 active; inhibition, % at 18.8 µM; 786-0 RCC cells HIF-2a reporter, luciferase luminescence, overnight;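 active means inhibition of the luminescence signal of 40% or more relative to plate controls, in a single-dose primary screen at 18.75 µM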
CF NFkB block – inhibitors of cystic fibrosis induced NF-kB | AID 588850 | 0.86% of 360,000 active | inhibition, % at 5 µM | KKLEB NF-kB-GFP reporter, PAF-induced, GFP fluorescence overnight;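 active means at least 50% inhibition at 5 µM, scaled per plate between neutral and stimulator controls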;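 further: PAF is a Pseudomonas aeruginosa culture filtrate used as stimulus; plate controls were PAF-stimulated DMSO wells for no effect and unstimulated DMSO wells for full effect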
C8 TRAIL sens – sensitizes caspase-8 expressing cells to TRAIL; NB7+C8 cells + TRAIL, ATPlite viability luminescence; inhibition (viability loss, TRAIL sensitization), % at 10 µM; 1% of 360,000 active;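 active means compounds causing at least 50% loss of cell viability in the single-dose screen, relative to plate controls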
* hit, by the source's call; / = no result given. Only part of the results is shown, so the mix of outcomes need not match the whole.

SMILES	TRPM1 prom inh	TROY NFkB inh	KKLEB cytotox	NR2E3 ag-1	NR2E3 ag-2	TWEAK-Fn14 inh	Peg3 promoter	Shn3 3UTR inh	HIF-2a inh	CF NFkB block	C8 TRAIL sens
COC(=O)C1=C(C)N=c2s/c(=C/c3cccs3)c(=O)n2C1c1cccs1 (stereo not drawn)	1	4	-11	-5	-11	-1	-4	-4	10	9	5
COc1ccc(Nc2nc(N3CCOCC3)nc(N3CCOCC3)n2)cc1Cl	-7	11	14	-2	-1	-12	-4	14	3	-19	-6
O=C(CSc1nc2c(sc3ccccc32)c(=O)n1CCCN1CCOCC1)NCC1CCCO1 (stereo not drawn)	1	4	-12	-2	-5	-18	-4	6	5	-10	-3
CCc1cc2c(=O)c(-c3ccc(F)cc3)c(C)oc2cc1OCC(=O)O	-15	-8	8	7	-22	-5	-6	5	9	-2	-1
CN(C)/N=C/c1ccc(OC(=O)c2cccc([N+](=O)[O-])c2)cc1	1	-12	1	7	0	-8	-7	1	0	-7	1
O=C(CN1C(=O)NC2(CCCCC2)C1=O)Nc1cc(C(F)(F)F)ccc1N1CCCCC1	8	-20	-9	1	-17	6	9	-1	16	14	-2
O=[N+]([O-])c1ccc(NS(=O)(=O)c2ccc(Cl)c(Cl)c2)cc1	/	55*	-20	/	101*	44	46	4	-59	23	11
CCOC(=O)CCN(C(=O)Nc1ccccc1)C1CCCCC1	-6	-10	-1	/	-26	-7	-40	-14	-43	-10	10
C(=N\Nc1nc(N2CCOCC2)nc(N2CCOCC2)n1)/c1ccncc1	10	-1	-9	2	16	-9	5	-4	15	1	-11
COc1ccc(OCC(=O)NNC(=O)Nc2cccc(Cl)c2)cc1	6	-10	4	/	29	10	1	1	2	8	8
C=CCn1c(C)nc2ccccc2c1=O	-13	1	-13	0	-3	18	-2	-34	22	20	1
COc1ccc(NC(=O)CSc2nnnn2-c2ccccc2OC)c(OC)c1	-2	-8	9	3	2	-12	14	0	6	-8	5
Cc1ccc(CSc2ncnc3c2cnn3Cc2ccccc2)cc1	6	-13	-10	2	-7	3	22	16	5	11	-4
COc1ccc(OCCCC(=O)OCC(=O)Nc2c(C)nn(-c3ccccc3)c2C)cc1	2	6	2	-1	-18	-3	-7	-9	10	8	12
Cc1cccc(-n2cnc3c(sc4nc(N5CCOCC5)c5c(c43)CCCC5)c2=O)c1	-5	8	-8	-1	-10	-14	16	33	-3	-2	2
Cn1c(=O)c2c(nc(N3CCOCC3)n2CCCNC2=NCCCCC2)n(C)c1=O	7	13	-10	1	-22	5	-4	3	20	-19	-4
O=C(c1ccco1)N1CCN(C(=O)C2CC(=O)N(c3ccccc3)C2)CC1 (stereo not drawn)	-12	3	-4	-1	-13	-5	2	-14	3	13	-6
COc1cc(/C=C/C(=O)OC(C)C(=O)NC2CCCCC2C)cc(Cl)c1OC (stereo not drawn)	3	15	7	-1	-34	-9	8	-1	5	-12	9
O=C(c1sc2cc([N+](=O)[O-])ccc2c1Cl)N1CCCCC1	-6	-29	-2	-1	-38	1	-62	4	-103	4	-14
Cc1cccc(S(=O)(=O)NC2CCCCCCC2)c1	7	6	-1	-1	-20	20	4	22	-10	5	-6
CCOc1ccc(CN2CCN(Cc3cc4c(cc3Cl)OCO4)CC2CCO)cc1 (stereo not drawn)	-10	10	-16	0	12	2	-266	-24	-5	16	1
CCSc1nnc(-c2cccc(S(=O)(=O)N(C)C)c2)n1-c1cc(OC)ccc1OC	-10	-18	7	2	-30	-4	-2	-8	-13	8	9
NC(=O)c1cccc(-c2ccnc3c2CC(C(=O)NCCC(F)(F)F)O3)c1 (stereo not drawn)	/	-1	-9	/	-4	6	12	17	20	14	-4
CCCc1nc2ccccc2c(C(=O)OC2CCOC2=O)c1CC (stereo not drawn)	17	6	1	-2	-6	9	10	-3	1	1	-12
CC(C)Oc1ccc(C(=O)NC(=S)N2CCOCC2)cc1	-25	3	9	-3	1	-12	-43	-5	-86	-14	-5
CCOC(=O)C(C)(C)NS(=O)(=O)c1ccc(Cl)c([N+](=O)[O-])c1	-3	-4	-2	-1	-27	14	15	-4	6	-6	1
COCCCNC(=S)NNC(=O)C1CC1c1ccc(C(C)(C)C)cc1 (stereo not drawn)	8	20	-11	/	-3	7	6	58	16	-3	-5
CC(=O)c1cccc(NC(=O)CCS(=O)(=O)c2cccc3nsnc23)c1	2	-7	-2	0	2	-9	-4	-6	-7	-3	-11
O=C(O)CSC12CC3CC(C1)CC(C(=O)O)(C3)C2	3	16	6	4	11	4	15	-8	4	-8	-30
CNc1oc(-c2ccccc2Cl)nc1C#N	-13	-25	-6	2	-35	-19	-86	-2	-79	3	-1
O=C(CCSCCC(=O)NN=Cc1ccccc1O)NN=Cc1ccccc1O	4	-9	-17	/	-31	-1	-8	-10	-15	11	4
COc1ccc(S(=O)(=O)Nc2cc(SCC(=O)O)c(O)c3ccccc23)cc1	68*	51*	-21	-4	6	93*	10	13	-2	78*	44
COc1cc(-c2nc(-c3ccc4c(c3)-c3ccccc3S4(=O)=O)c(-c3ccccc3)[nH]2)cc(OC)c1OC	1	-8	0	-2	13	11	-23	15	-93	9	20
COC(=O)c1cnn(C(=O)c2cc(OC)ccc2Br)c1N	4	-1	-5	6	-23	0	6	-11	2	7	3
CC1CCCC(C)N1NC(=S)Nc1ccc(OC(F)F)cc1 (stereo not drawn)	14	10	-4	0	-1	6	20	10	9	-2	-7
O=C(COc1coc(CN2CCCc3ccccc32)cc1=O)Nc1cccc([N+](=O)[O-])c1	12	-16	-24	-1	-17	-19	29	21	-33	-21	18
O=C(/C=C/c1ccco1)NCC1COc2ccccc2O1 (stereo not drawn)	-19	19	8	3	-21	-13	-6	-9	-16	-16	3
O=c1[nH]c(/C=C\c2cccnc2)c([N+](=O)[O-])c(=O)[nH]1	7	5	7	0	-9	-9	17	-24	15	-10	-10
O=C(Nc1ccc(S(=O)(=O)N2CCCC2)cc1)c1ccc([N+](=O)[O-])o1	/	7	-15	/	6	18	97*	91*	77*	83*	46
CCOC(=O)c1ccc(N=C2SC(C(=O)NC)CC(=O)N2CCc2ccccc2)cc1 (stereo not drawn)	-15	-6	-1	-3	-2	-1	8	-17	14	5	4
CCN(CC)c1ccc(/C=N/NC(=O)c2cnccn2)c(O)c1	25	-21	-10	-4	0	-27	-129	77	-316	13	37
CCc1ccc2oc(=O)cc(CN3CCOCC3)c2c1	1	15	-22	4	-19	5	11	-24	46*	12	3
Cc1ccc(NS(=O)(=O)c2ccc3c(c2)NC(=O)CC(=O)N3)cc1C	4	-9	1	1	-50	9	11	16	15	1	4
CCC1CCCCN1C(=O)NC(=O)c1ccccc1 (stereo not drawn)	4	-5	3	-1	-12	-3	31	-9	-1	-11	-5
COc1cccc(C2CC(c3ccccc3C)n3nc(N)nc3N2)c1 (stereo not drawn)	/	-10	-6	5	8	-11	2	3	8	12	-6
CN(C)C(=O)CCc1ccc2c3c([nH]c2c1)[C@]1(C)[C@@H](C(=O)N2CCCCC2)C[C@H](CC(=O)NCCc2ccccn2)C(=O)N1CC3	-11	-4	-23	/	-41	-1	-1	-6	-8	2	8
CCN(CC)S(=O)(=O)c1ccc(OCC(=O)NCc2ccco2)cc1	-2	17	0	-3	27	4	-6	1	18	5	0
Cc1csc(Nc2ccccc2)[n+]1C	-28	18	10	1	-20	-6	-42	-2	-52	3	0
Cc1c(C2C(C#N)=C(N)OC3=C2C(=O)CCC3)cnn1C (stereo not drawn)	0	10	7	-3	-11	5	6	15	16	0	-7
Cc1nn(CC(=O)NCc2ccccc2)c(=O)c2cccn12	-8	-18	7	1	-32	3	-8	-7	-13	-5	9
CSc1ncccc1C(=O)OCc1nc2ccsc2c(=O)[nH]1	6	-30	-18	4	-35	-27	-16	-17	-7	-13	-2

Exported with values under each structure: 13 of the compounds above
Each structure is followed by: TRPM1 prom inh	TROY NFkB inh	KKLEB cytotox	NR2E3 ag-1	NR2E3 ag-2	TWEAK-Fn14 inh	Peg3 promoter	Shn3 3UTR inh	HIF-2a inh	CF NFkB block	C8 TRAIL sens
- O=C(Nc1ccc(S(=O)(=O)N2CCCC2)cc1)c1ccc([N+](=O)[O-])o1
 : /	7	-15	/	6	18	97*	91*	77*	83*	46
- CCOC(=O)c1ccc(N=C2SC(C(=O)NC)CC(=O)N2CCc2ccccc2)cc1 (stereo not drawn)
 : -15	-6	-1	-3	-2	-1	8	-17	14	5	4
- CCN(CC)c1ccc(/C=N/NC(=O)c2cnccn2)c(O)c1
 : 25	-21	-10	-4	0	-27	-129	77	-316	13	37
- CCc1ccc2oc(=O)cc(CN3CCOCC3)c2c1
 : 1	15	-22	4	-19	5	11	-24	46*	12	3
- Cc1ccc(NS(=O)(=O)c2ccc3c(c2)NC(=O)CC(=O)N3)cc1C
 : 4	-9	1	1	-50	9	11	16	15	1	4
- CCC1CCCCN1C(=O)NC(=O)c1ccccc1 (stereo not drawn)
 : 4	-5	3	-1	-12	-3	31	-9	-1	-11	-5
- COc1cccc(C2CC(c3ccccc3C)n3nc(N)nc3N2)c1 (stereo not drawn)
 : /	-10	-6	5	8	-11	2	3	8	12	-6
- CN(C)C(=O)CCc1ccc2c3c([nH]c2c1)[C@]1(C)[C@@H](C(=O)N2CCCCC2)C[C@H](CC(=O)NCCc2ccccn2)C(=O)N1CC3
 : -11	-4	-23	/	-41	-1	-1	-6	-8	2	8
- CCN(CC)S(=O)(=O)c1ccc(OCC(=O)NCc2ccco2)cc1
 : -2	17	0	-3	27	4	-6	1	18	5	0
- Cc1csc(Nc2ccccc2)[n+]1C
 : -28	18	10	1	-20	-6	-42	-2	-52	3	0
- Cc1c(C2C(C#N)=C(N)OC3=C2C(=O)CCC3)cnn1C (stereo not drawn)
 : 0	10	7	-3	-11	5	6	15	16	0	-7
- Cc1nn(CC(=O)NCc2ccccc2)c(=O)c2cccn12
 : -8	-18	7	1	-32	3	-8	-7	-13	-5	9
- CSc1ncccc1C(=O)OCc1nc2ccsc2c(=O)[nH]1
 : 6	-30	-18	4	-35	-27	-16	-17	-7	-13	-2

High-throughput results: PubChem, several laboratories
